RECQ1 helicase: RECQ1 (human) helicase inhibition; P46063; AID 2549; Potency, µM (highest dose often 57.3 µM), for the others: at the highest dose activity, negative = inhibition, hits mostly inhibitors; RECQ1 DNA unwinding, red fluorescence kinetic read; actives 0.54% (n = 240,000);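 note: plate controls were vehicle for no effect and no enzyme for full effect; nearly all actives have a fitted effect of over 30% in size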
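50 nM RECQ1T1 preincubated 15 min with compound in Tris pH 8.0 buffer with MgCl2, DTT, Tween-20 and 2.5 ug/ml poly(dI-dC); started with 200 nM TAMRA/BHQ-2 forked duplex and 2 mM ATP. Unwinding read as fluorescence (525/598 nm), two reads 2 h apart.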
Tau fibril ThT: tau fibrillization inhibition (ThT binding); AID 1460; Potency, µM (top dose mostly 57.4 µM), inactives show at the highest dose activity, negative = inhibition, most hits filed as inhibitors; actives 2.1% (n = 270,000); recombinant tau K18 P301L, heparin-induced fibrillization, ThT fluorescence; note: % is set by controls: 0 for no effect and ±100 for the full control effect; nearly all actives have a fitted effect of over 55% in size
Target sequence (P10636 561-689 P618L limits assumed): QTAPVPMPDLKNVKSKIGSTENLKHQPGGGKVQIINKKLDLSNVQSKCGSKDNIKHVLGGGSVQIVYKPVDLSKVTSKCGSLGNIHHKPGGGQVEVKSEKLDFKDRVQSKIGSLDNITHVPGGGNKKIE
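Fibril formation assay: tau K18 P301L at 15 uM with trace Alexa 594 label, heparin inducer 20 uM, pH 7 sodium acetate buffer, 37 C for 6 hr; endpoint ThT signal.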
L3MBTL1 inh: inhibitors of human L3MBTL1 | Q9Y468 | AlphaScreen L3MBTL1–H3K9me1 peptide binding | Potency, µM (doses to about 57.1 µM), for inactives: at the top dose activity, negative = inhibition, actives largely listed as inhibitors | actives 0.66% (n = 230,000) | AID 485360; note: % is set by controls: 0 for no effect and ±100 for the full control effect; nearly all actives have a fitted effect of over 60% in size
Target sequence (Q9Y468 whole entry, looked up): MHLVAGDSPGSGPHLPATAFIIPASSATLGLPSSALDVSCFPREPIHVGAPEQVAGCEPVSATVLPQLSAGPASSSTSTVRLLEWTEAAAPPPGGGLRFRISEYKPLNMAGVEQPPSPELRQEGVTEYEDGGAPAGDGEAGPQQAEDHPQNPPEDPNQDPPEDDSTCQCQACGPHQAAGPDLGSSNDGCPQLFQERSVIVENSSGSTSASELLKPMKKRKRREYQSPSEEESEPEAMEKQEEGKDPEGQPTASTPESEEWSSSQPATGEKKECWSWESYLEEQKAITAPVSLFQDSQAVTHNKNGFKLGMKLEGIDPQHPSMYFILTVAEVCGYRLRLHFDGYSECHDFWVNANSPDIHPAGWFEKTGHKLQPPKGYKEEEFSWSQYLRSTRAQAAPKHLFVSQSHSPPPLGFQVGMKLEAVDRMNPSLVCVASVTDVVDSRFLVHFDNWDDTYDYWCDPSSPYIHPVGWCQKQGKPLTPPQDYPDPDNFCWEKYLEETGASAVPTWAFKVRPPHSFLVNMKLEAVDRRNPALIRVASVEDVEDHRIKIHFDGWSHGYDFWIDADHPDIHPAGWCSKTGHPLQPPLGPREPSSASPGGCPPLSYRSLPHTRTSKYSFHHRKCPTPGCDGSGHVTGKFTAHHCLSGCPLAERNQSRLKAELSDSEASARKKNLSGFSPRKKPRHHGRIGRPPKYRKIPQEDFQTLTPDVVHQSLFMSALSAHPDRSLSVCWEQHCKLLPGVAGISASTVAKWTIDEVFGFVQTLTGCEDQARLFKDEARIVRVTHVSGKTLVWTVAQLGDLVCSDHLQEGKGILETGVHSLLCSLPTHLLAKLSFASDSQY
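AlphaScreen proximity signal between nickel-chelate acceptor and streptavidin donor beads (final 10 ug/mL) reports binding of 50 nM L3MBTL1 to 75 nM biotin-H3 K9me1 peptide; complex incubated with compounds 30 min at room temperature; cefsulodin titration as control.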
HTT cytoprotect: Huntington cell model cytoprotection by ATP luminescence; PC12 HTT-Q103 induced, cytoprotection, ATP luminescence, 40 h; Potency, µM (titrated, usually from 56.4 µM), for the others: cytoprotection (ATP increase), actives largely listed as activators; actives 0.14% (n = 230,000); AID 1471;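 note: % of control where 0% means no effect; nearly all actives have a fitted effect of over 45% in size; toxic huntingtin expression switched on by the ecdysone agonist tebufenozide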
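Rat PC12, Q103 Htt exon1-GFP fusion, ecdysone promoter; tebufenozide inducer 100 nM final; compound titration; qHTS, 1500 cells/well; ATPlite luminescent read.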
Tau fibril FP: blocks human tau fibril formation measured by polarization; P10636; K18 P301L tau heparin fibrillization, Alexa594 FP, 6 h; Potency, µM (titrated, usually from 57.7 µM), inactives show at the highest dose activity, negative = inhibition, actives largely listed as inhibitors; actives 0.39% (n = 280,000); AID 1468; note: % is set by controls: 0 for no effect and ±100 for the full control effect; nearly all actives have a fitted effect of over 55% in size
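Compound effects on tau fibrillization are measured by Alexa 594 fluorescence polarization (ex 555, em 632 nm). K18 P301L tau is used at 15 uM with 0.24 uM labeled tracer, and 20 uM heparin induces aggregation over 6 hr at 37 C.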
Tau fluor counter: counter-screen for tau fibril formation inhibitors; tau K18 P301L Alexa594 fluorescence, heparin fibrillization; Potency, µM (highest dose often 57.7 µM), for inactives: top-dose activity change, negative = decrease; actives 0.93% (n = 280,000); AID 1463; note: % is set by controls: 0 for no effect and ±100 for the full control effect; nearly all actives have a fitted effect of over 55% in size
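Human tau K18 P301L (15 uM unlabeled, 0.24 uM Alexa 594-labeled) in 100 mM sodium acetate pH 7 with 20 uM heparin, 6 hr at 37 C. ThT 30 uM added, 1 hr ambient; Alexa 594 FP and total fluorescence read at 555/632 nm.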
TR SRC2 fluor cs: Texas Red fluorescence interference in TRb-SRC2 counter-screen. TRb/SRC2 Texas Red total fluorescence interference. Potency, µM (titrated, usually from 106 µM), for inactives: at the highest dose fluorescence change, negative = quenching. actives 0.29% (n = 280,000). AID 1479; active = well fitted curve in either direction with a large enough effect; inconclusive = small, poorly fitted or top-dose-only effect; note: % is set by controls: 0 for no effect and ±100 for the full control effect
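Human TRb ligand-binding domain at 0.6 uM with 20 nM Texas Red SRC2 peptide in Tris buffer containing 1 uM T3 and 5% DMSO, incubated with compound 5 h at ambient temperature. Total fluorescence (555/632 nm) calculated as parallel + 2 × perpendicular.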
TRb-SRC2 inh: TRbeta-SRC2 interaction inhibition. Potency, µM (doses to about 106 µM), inactives show at the highest dose activity change, negative = inhibition, hits mostly inhibitors. actives 0.065% (n = 280,000). TRbeta-SRC2 peptide binding, fluorescence polarization; receptor liganded with 1 µM T3. P10828;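 note: plate controls were bound peptide for no effect and peptide without receptor for full effect; nearly all actives have a fitted effect of over 50% in size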
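Assay buffer: 20 mM Tris-HCl, 100 mM NaCl, 10% glycerol, 1 mM EDTA, 0.01% NP-40, 1 mM DTT, 1 uM T3, 5% DMSO; TRb LBD 0.6 uM, Texas Red SRC2 20 nM; FP after 5 hr.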
The depositor's hits bear a star; i = inactive; ? = inconclusive; / = no result given; & = joins results of further samples; [ ] = dose if it differs, or a comment. Unless noted, calls come from the whole dose curve; as a rule, active = well fitted curve in the direction sought with a large enough effect; inconclusive = small, poorly fitted or top-dose-only effect, or another doubt; inactive = no such curve, though single readings can be large; an effect the other way counts as inactive or inconclusive. Potency is the fitted concentration of half-maximal effect.

SMILES	RECQ1 helicase	Tau fibril ThT	L3MBTL1 inh	HTT cytoprotect	Tau fibril FP	Tau fluor counter	TR SRC2 fluor cs	TRb-SRC2 inh
C=CCN1C[C@@H](C)N([C@H](c2ccc(C(=O)N(CC)CC)cc2)c2cccc(OC)c2)C[C@@H]1C	-9.2%	-7.8%	/	/	14.5%	0.5%	-1.7%	1.7%
O=c1cc(CN2CC=C(c3ccccc3)CC2)c2c(ccc3ccccc32)o1	-4.0%	?	-2.6%	-7.9%[1.9 µM]	-7.9%	-21.7%	10.7%	4.5%
CCC(=NCc1ccco1)c1c(O)n(-c2ccccc2)c(=O)[nH]c1=O	-9.1%	-8.8%	-0.7%	-28.5%	-0.2%	-0.8%	-0.5%	-1.2%
COc1ccc(CNC(=O)/C=C\c2ccc3[nH]cc(CCN(C)C)c3c2)cc1	i	-12.1%	/	-38.6%&5.7%[inhibitor][1.9 µM]	6.0%	-17.7%	-1.6%	-5.2%
O=C1NC(=O)N(c2ccc3c(c2)OCO3)C(=O)/C1=C\c1ccsc1	11.2%	/	/	18.6%[10 µM]	0.2%	-9.6%	-0.4%	-3.0%
CCN1C[C@@]2(C)CC[C@@H](OC)[C@@]34C2C(O)[C@@]2(OCO[C@]25CC(OC)C2C[C@@]3(O)C5C2O)C14 (some centres not stated)	i	8.7%	/	-40.7%[inhibitor]	2.7%	3.4%	-2.4%	-3.1%
Clc1cccc(N2CCNCC2)n1	-3.5%	-2.5%	4.7%	1.0%	-1.0%	-1.0%	-4.3%	-1.7%
CCCCOc1ccc(CC2C(=O)N(C)C(=O)N(C)C2=O)cc1	-6.3%	2.9%	?	7.7%	10.7%	5.1%	-0.5%	0.4%
COc1ccc(CCNCc2ccc(SC)cc2)cc1	-7.5%	-12.4%	0.7%	-4.8%	-4.8%	-8.4%	-0.6%	-15.0%
Cc1cc(Cl)ccc1C(=O)C1CCCN(Cc2ccon2)C1 (configuration not stated)	i	-7.6%	-5.5%	-22.0%	-8.8%	-7.3%	0.0%	1.5%
CC(=O)O[C@@H]1[C@H]2CC[C@@H]3[C@]1(C[C@@H](OC(C)=O)[C@@]1(O)C([C@@H]4O[C@@H]4C1(C)C)[C@]3(C)O)C[C@@]2(C)O (some centres not stated)	-0.1%	0.1%	-11.1%	/	4.9%	-0.6%	-8.1%	-0.7%
Cc1cc(=O)n(-c2ccccc2Cl)[nH]1	8.9%	?	/	21.6%	-5.2%	-11.2%	0.5%	-25.0%
Nc1nnc(CCN2CCCCC2)s1	i	3.7%	?	25.3%[10 µM]	1.9%	0.8%	-3.5%	-17.9%
Cc1cccc(C#N)c1	-10.9%	/	0.0%	-47.1%[inhibitor]	/	/	0.5%	-7.1%
O=C(COc1cccc(Cl)c1)N1CCN(CCc2ccncc2)CC1	/	-5.3%	/	/	-4.2%	-7.7%	-1.6%	-1.5%
Nc1ccc(Cl)cc1N	12.0%	/	/	?	/	/	3.4%[201 µM]	-2.0%[201 µM]
Cc1ccc(NP(=O)(Oc2ccccc2F)Oc2ccccc2F)cc1	-16.6%	-8.1%	4.6%	-72.7%[inhibitor]	6.4%	-27.6%	-4.2%	-3.0%
COc1ccn(C)c(=O)c1C#N	-13.4%	-1.7%&5.6%	7.2%	?	?	-6.5%&4.4%	-0.6%	3.9%
COC(=O)C1CN(C#N)N(c2ccc(Cl)cc2)C12c1ccccc1-c1ccccc12 (configuration not stated)	i	10µM*	-2.6%	-96.8%[inhibitor][10 µM]	?	-27.2%	-0.6%	-1.6%
COc1cc2c(cc1O)C[C@H]1c3c(cc(OC)c(O)c3-2)CCN1C	25.1µM*	14.1µM*	/	-27.2%[1.9 µM]	?	?	1.0%	-18.1%
COc1ccc(CC2C(=O)N(c3ccccc3)C(=O)N(c3ccccc3)C2=O)c(OC)c1	-3.0%	-11.2%	/	-12.3%	-1.1%	-8.8%	-3.1%	-10.9%
C=CCc1cc(C)ccc1OCCCC(C(=O)OCC)C(=O)OCC	i	-16.0%	98.2%[activator]	10.2%[0.074 µM]	-5.4%	-3.7%	-6.4%	8.9%
CCN(CC)CCCC(C)N=C(c1ccccc1)c1c(O)n(C)c(=O)n(C)c1=O (configuration not stated)	-6.8%	-3.2%	-4.7%	-5.3%	7.2%	8.0%	-0.3%	-5.5%
COC(=NC1CCCC1)C(O)c1c[nH]c2ccccc12 (configuration not stated)	1.5%	-7.8%	-8.8%	1.8%[10 µM]	6.7%	-3.3%	-1.3%	-8.7%
Cc1ccccc1-n1c(-c2ccco2)nc2ccccc2c1=O	-4.4%	-0.6%	-8.2%	5.6%[10 µM]	1.3%	3.2%	-3.2%	1.8%
SMILES	RECQ1 helicase	Tau fibril ThT	L3MBTL1 inh	HTT cytoprotect	Tau fibril FP	Tau fluor counter	TR SRC2 fluor cs	TRb-SRC2 inh
CC(C(N)=O)N1CC(c2ccc(Cl)cc2)CC1=O (configuration not stated)	-8.5%	-9.1%	7.4%	-3.8%[0.074 µM]	-7.6%	-0.7%	3.3%	5.3%
Cc1[nH]c2ccccc2c1C(=O)C(=O)N1CCC2(CC1)OCCO2	i	1.5%	/	-32.4%[inhibitor]	-8.4%	-1.3%	-0.1%	4.9%
Cc1nn(Cc2ccccc2Cl)c(Cl)c1C(=O)OCC(=O)NC(=O)NC1CCCCC1	-1.8%	-15.6%	-13.3%	6.1%[10 µM]	6.9%	-14.3%	-2.4%	-3.1%
O=P(Nc1ccccc1Cl)(c1ccccc1)c1nc2c(s1)CCCC2 (configuration not stated)	-1.2%	-4.2%	-1.7%	-0.4%	-0.7%	0.8%	1.3%	13.7%
C=CCN1C[C@H](C)N([C@@H](c2ccccc2)c2ccc(C(=O)N(CC)CC)cc2)C[C@H]1C	-1.7%	-2.9%	/	2.3%	-0.5%	-9.6%	-1.2%	-7.5%
O=c1c2ccccc2nc(-c2ccc([N+](=O)[O-])cc2)n1-c1ccccc1	-1.4%	-13.7%	-3.3%	?	11.6%	-17.2%	-1.1%	13.3%
COC(=O)COc1cc(Cl)c(Cl)cc1Cl	1.1%	-13.0%	/	/	-3.8%	-6.6%	-0.8%	3.3%
CCCCn1c(O)c(/C=N/NC(=O)c2ccncc2)c(=O)[nH]c1=S	?	?	-22.7%	8.4%[10 µM]	-7.6%	-14.2%	0.0%	18.3%
CCC(=O)O[C@@](Cc1ccccc1)(c1ccccc1)[C@@H](C)CN(C)C	-7.0%[25.9 µM]	/	/	4.7%[40.3 µM]	/	/	-1.2%[53 µM]	3.2%[53 µM]
O=C1CN=C(c2ccc(F)cc2)c2oc3ccccc3c2N1	-1.5%	-0.8%	15.3%	-13.3%	-1.6%	-2.2%	-0.8%	6.2%
COC(=O)CSC1=NP(=S)(SCC(=O)OC)N2CCCC2=C1C#N (configuration not stated)	-12.4%	-17.8%	-8.3%	-2.4%[0.074 µM]	0.0%	-8.6%	5.1%	3.8%
NCC[C@H](O)C(=O)N[C@H]1C[C@@H](N)[C@@H](O[C@H]2O[C@@H](CN)[C@@H](O)[C@@H](O)[C@@H]2N)[C@@H](O[C@H]2O[C@@H](CO)[C@@H](O)[C@@H]2O)[C@@H]1O	i	/	/	-2.8%[40.3 µM]	/	/	-0.9%[53 µM]	-6.2%[53 µM]
Cc1cccc(OCC(=O)Nc2cc(-c3ccccc3F)nn2-c2ccccc2)c1	/	-2.3%	/	/	?	-0.6%	1.1%	-11.1%
COc1ccc(S(=O)(=O)NCCc2sc3nc(-c4ccc(C)cc4)nn3c2C)cc1F	/	1.4%	/	/	?	-24.6%	0.2%	5.8%
CCCCn1c(O)c(C(C)=NC(Cc2c[nH]c3ccccc23)C(=O)OC)c(=O)[nH]c1=O (configuration not stated)	-1.3%	-15.8%	-11.2%	-6.7%	3.3%	-22.5%	-0.7%	12.8%
c1ccc([Se]c2c(-c3ccccc3)[se]c3ccccc23)cc1	-13.6%[81.1 µM]	-2.8%[81.4 µM]	/	-43.4%[inhibitor]	-9.3%[81.3 µM]	-7.2%[81.3 µM]	3.9%	3.9%
CCN1C(=O)NC(=O)/C(=C\c2ccc(N3CCOCC3)cc2OC)C1=O	-15.0%	?	-6.9%	-3.7%	-3.7%	-3.2%	20.6%	14.9%
CCc1nnc(NS(=O)(=O)c2ccc(N=Cc3c(O)n(-c4ccc(Cl)cc4)c(=O)[nH]c3=O)cc2)s1	-15.1%	?	12.2%	/	-11.6%	-7.1%	-2.9%	-4.3%
CCOC(=O)c1cc(C)sc1/N=C/C1C(=O)NC(=S)NC1=O	i	?	-16.6%	-23.5%	-18.5%	-8.0%	-0.4%	8.5%
Oc1ccc2c3c1O[C@H]1[C@@H](O)CC[C@]4(O)[C@H](C2)N(CC2CCC2)CC[C@@]314	-9.3%[25.9 µM]	/	/	21.5%[40.3 µM]	/	/	-4.5%[53 µM]	-5.3%[53 µM]
O=C(Nc1c(F)cc(F)cc1F)c1cccn(Cc2ccccc2)c1=O	-0.3%	1.5%	-6.2%	-19.9%	5.2%	-3.1%	-0.5%	-1.6%

Compounds above with a furan ring, fused or not:
SMILES	RECQ1 helicase	Tau fibril ThT	L3MBTL1 inh	HTT cytoprotect	Tau fibril FP	Tau fluor counter	TR SRC2 fluor cs	TRb-SRC2 inh
CCC(=NCc1ccco1)c1c(O)n(-c2ccccc2)c(=O)[nH]c1=O	-9.1%	-8.8%	-0.7%	-28.5%	-0.2%	-0.8%	-0.5%	-1.2%
Cc1ccccc1-n1c(-c2ccco2)nc2ccccc2c1=O	-4.4%	-0.6%	-8.2%	5.6%[10 µM]	1.3%	3.2%	-3.2%	1.8%
O=C1CN=C(c2ccc(F)cc2)c2oc3ccccc3c2N1	-1.5%	-0.8%	15.3%	-13.3%	-1.6%	-2.2%	-0.8%	6.2%

Source: PubChem

Not all compounds are listed; the hit share may differ from the screen's.
